# Screening data deposited in PubChem by several laboratories.
# NadD inh: inhibitors of S. aureus NadD, primary screen, biochemical, colorimetric, uHTS; purified NadD enzyme, colorimetric absorbance read-out; Nicotinate-nucleotide adenylyltransferase NadD (Staphylococcus aureus N315); 0.78% of 360,000 active; inhibition, % at 20 µM; in the data active = inhibition above about 26%; note: some compounds past the cut are filed as inactive
# MT1-MMP act inh: blockers of MT1-MMP proenzyme processing, primary screen, HT1080 RFP-PRO-GFP cells, GFP/RFP fluorescence; Matrix metalloproteinase-14 (Homo sapiens), P50281; GFP/RFP ratio fluorescence, overnight; percent of plate control window, DMSO zero; GFP/RFP ratio change, % at 20 µM; 0.061% of 360,000 active;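 active = GFP/RFP ratio change of at least 30% with cell ATP level not reduced by more than half and red fluorescence within 50% of control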; note: strong numbers were not always called active
#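 Assay system: RFP-PRO-GFP reporter HT1080 cells; read-out basis: GFP/RFP fluorescence ratio; benchmarks: DMSO wells and RFP-L50D-GFP cells; doses: 20 µM single dose, 1% DMSO; schedule: overnight cell settling, then overnight compound exposure, 37 °C, 5% CO2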
# PABP1 MLLE inh: inhibitors of PABP1 MLLE–PAM2 peptide binding, primary screen, biochemical, fluorescence polarization, FITC-PAM2, GST-MLLE. Polyadenylate-binding protein 1 (Homo sapiens), P11940. AID 588489, 2011. inhibition, % at 20 µM. 0.36% of 360,000 active; in the data active = inhibition above about 35%, passing the limit was not always enough;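 note: plate controls were DMSO wells with GST-MLLE for no effect and wells lacking GST-MLLE protein for full effect; some results filed as inactive read as strong as hits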
# Rin1 Abl inh: inhibitors of Rin1-Abl protein binding, primary screen, biochemical, TR-FRET; Tyrosine-protein kinase ABL1 (Homo sapiens) + Ras and Rab interactor 1 (Homo sapiens), …; inhibition, % at 7.35 µM; 0.4% of 360,000 active; AID 588664, 2011; in the data active = inhibition above about 5%, passing the limit was not always enough
# CSN deneddyl inh: inhibitors of CSN-mediated cullin deneddylation, primary screen, biochemical, fluorescence polarization, uHTS. Purified CSN, SCF-Nedd8-OG deneddylation. 0.38% of 360,000 active. AID 651999, 2013. COP9 signalosome complex subunit 5 (Homo sapiens), Q92905. inhibition, % at 12.5 µM;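 active = pattern-corrected inhibition above about 35%, with an unprinted fluorescence ratio check between 0.5 and 1.5, limit read from the data, passing the limit was not always enough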;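 note: 0% = enzyme with substrate and 100% = substrate without enzyme; some results filed as inactive read as strong as hits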
#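 Assay system: purified human Csn5 enzyme expressed in HEK293T cells; Input: 0.24 nM Csn5 enzyme, final concentration; Reagent: 10 nM SCFSkp2-Nedd8OG; Compound dosing: 12.5 µM single point; Times: reaction 90 min, room temperature; Technique: fluorescence polarization readout.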
# Neddylation inh: inhibitors of cullin neddylation, primary screen, biochemical, TR-FRET, uHTS, NAE and Ubc12; AID 651699, 2012; calls only at 25 µM; NEDD8-conjugating enzyme Ubc12 (Homo sapiens) + NEDD8-activating enzyme E1 regulatory …; 0.58% of 360,000 active; in the data active = inhibition above about 36%
# Rpn11 inh: Rpn11 (PSMD14) deubiquitinase inhibitors, primary screen, biochemical, fluorescence polarization, uHTS | human 26S proteasome, Ub4-pepOG fluorescence polarization; 20S core pre-blocked with epoxomicin | calls only at 20 µM | 0.59% of 360,000 active | AID 588493, 2011;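 active = inhibition at 20 µM, scaled to each plate's controls, above about 33%, limit read from the data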
# FAS-TE inh: FAS thioesterase domain inhibitors, primary screen, biochemical, fluorescence intensity, uHTS; 0.67% of 360,000 active; inhibition, % at 15 µM; AID 602261, 2012; recombinant FAS-TE, OMFH fluorogenic substrate, fluorescence endpoint; Fatty acid synthase (Homo sapiens), P49327;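 active = compounds whose normalised, plate-corrected inhibition of enzyme fluorescence in the single-dose primary screen is 50% or more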;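 note: 0% = DMSO with enzyme and 100% = substrate without enzyme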
# SKN-1 inh: suppressors of acrylamide-induced Pgst-4::GFP reporter in worms, primary screen, SKN-1 inhibitor project, whole organism, uHTS, GFP/RFP fluorescence ratio, strain VP596; C. elegans VP596 Pgst-4::GFP/RFP ratio, 24 h; inhibition, % at 21.8 µM; 0.49% of 360,000 active;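 active = interference check ratio from 0.5 to 1.5 plus GFP to RFP signal ratio inhibition reaching or exceeding a fixed threshold, cut at about 30% in these data, passing the limit was not always enough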; note: some compounds called inactive have numbers as strong as hits
# * marks the source's active call; other numbers are inactive results; i = inactive; x = not tested or not shown; + = active, no number; & = joins results of further samples. This is a random part of the collection, and some 3.9% of all compounds hit somewhere here.
SMILES,NadD inh,MT1-MMP act inh,PABP1 MLLE inh,Rin1 Abl inh,CSN deneddyl inh,Neddylation inh,Rpn11 inh,FAS-TE inh,SKN-1 inh
CCC(NC(=O)CCc1ccccc1)c1ccccc1 (stereo not drawn),-3,0,1,-2,-4,i,i,-7,-1
COc1cccc(C(=O)Nc2ccccc2C(=O)NCC2CCCO2)c1 (stereo not drawn),-5,-4,-6,-1,1,i,i,0,9
O=C(Nc1cc(S(=O)(=O)N2CCOCC2)ccc1N1CCOCC1)c1cccc(S(=O)(=O)N2CCCCC2)c1,-4,1,0,3,1,i,i,32,7
CC(C)NC(=O)Nc1ccc2c(c1)C(=O)N([C@H](C)CO)C[C@H](C)[C@@H](CN(C)S(=O)(=O)c1ccccc1)OCCCC[C@@H](C)O2,8,0,-3,-1,3,i,i,-6,4
CCOC(=O)COc1cc2c(C(=O)OCC)c(C)oc2cc1Br,-3,3,-17,5,-2,i,i,24,-26
C[C@H](CO)N1C[C@H](C)[C@@H](CN(C)Cc2ccc(Oc3ccccc3)cc2)Oc2ccc(NC(=O)Cn3cnnn3)cc2C1=O,0,4,-15,0,5,i,i,0,10
CCOC(=O)N1CCN(CC(=O)Nc2ccc(F)c(F)c2)CC1,-11,-2,2,3,-5,i,i,-6,-2
O=C(NCc1ccco1)C(=O)NCC1OCCN1S(=O)(=O)c1ccc(Br)cc1 (stereo not drawn),-1,3,-3,-1,4,i,i,-3,2
CC1CCCC(C)N1C(=O)COC(=O)CSc1ccc(C(N)=O)cc1[N+](=O)[O-] (stereo not drawn),-2,-2,15,3,14,i,i,-1,-39
CC1=C(C(=O)OCC2CCCO2)C(c2ccccc2)NC(=O)N1 (stereo not drawn),5,5,-1,0,7,i,i,-6,-3
COc1ccccc1C(=O)Nc1nnc(SCC(=O)NCC2CCCO2)s1 (stereo not drawn),0,0,9,1,0,i,i,-7,-7
CCOc1ccc2nc(SCC(=O)Nc3cccc(S(=O)(=O)NC4=NCCCCC4)c3)[nH]c2c1,5,-3,-109,4,-1,i,i,0,-5
C#CCNC(=O)C[C@@H]1C[C@@]2(C(=O)OCC)CCC=C2N(Cc2ccco2)C1=O,10,-2,x,x,-3,i,x,-11,-9
Cn1c(=O)c2c(nc(SCC(=O)NCc3ccc4c(c3)OCO4)n2Cc2ccccc2)n(C)c1=O,-8,5,2,-3,-2,i,i,-4,-12
COc1ccc(/C=C2/SC(=S)N(CCCC(=O)Nc3ccc(O)cc3)C2=O)cc1OC,10,-4,-63,-3,5,i,+,-1,4
CCCCOc1ccc(CNC(=O)NS(=O)(=O)c2ccc(OCC)cc2)cc1,-5,0,-12,2,-2,i,i,-6,-26
CCCCCn1c(SCC(=O)CC(=O)OCC)nc2cc(C(=O)N3CCC(C(N)=O)CC3)ccc2c1=O,-3,-9,-60,3,0,i,i,-4,5
CCN(C(=O)c1ccc2c(c1)OCO2)C12CC3CC(CC(C3)C1)C2,-7,-2,17,0,-1,i,i,21,10
COc1ccc(C2=NN(C(C#N)c3ccc(OC)c(OC)c3)C(c3ccccc3)C2)cc1 (stereo not drawn),-5,6,-30,0,8,i,+,20,-7
O=C(C1CCN(S(=O)(=O)c2ccccc2)CC1)N1CCN(Cc2ccccc2)CC1,-2,1,-13,-3,4,i,i,-4,-16
C=CCN1C=C2C(=O)C(C)(OC(=O)c3cnc4ccccc4n3)C(=O)C=C2C=C1/C=C/COC (stereo not drawn),5,5,0,-3,-4,i,i,-11,3
CC(=O)N1c2ccc(S(=O)(=O)NCC3CCC(C(=O)N4CCC(C)CC4)CC3)cc2CC1C (stereo not drawn),2,1,6,-1,0,i,i,-3,-3
Cc1ccc(/C=C/C(=O)OCC(=O)NC(=O)NCc2ccccc2)cc1,3,0,5,0,1,i,i,-2,-15
CCCNC(=O)c1cc(-c2ccco2)on1,-4,10,-6,-4,3,i,i,-8,-9
Cc1ccccc1NS(=O)(=O)c1ccc(C(=O)NCC(c2ccco2)N2CCCCC2)cc1 (stereo not drawn),-4,0,5,-2,3,i,i,0,10
Cn1c(SCC(=O)c2ccc(O)c(O)c2)nnc1-c1ccccc1,-5,2,9,-2,-2,i,i,-4,-15
CC(C)CCN1CCNC(=O)C1CC(=O)Nc1ccc(F)cc1 (stereo not drawn),2,-2,11,0,-7,i,i,-8,0
CSCCC1NC(=O)C(C(C)=Nc2ccccc2)=C1O (stereo not drawn),0,2,7,0,5,i,i,-2,-1
COc1ccccc1NC(=O)COc1ccc(Br)cc1CNC1CCCC1,-11,-2,7,1,11,i,i,43,4
CCC1=NN(C(=O)C(=O)Nc2ccccc2OC)C(O)(C(F)(F)F)C1 (stereo not drawn),6,-2,-108,-2,-5,i,i,-2,2
COC(C[C@H]1O[C@@H]1[C@H](O)COCc1ccccc1)OC,-2,0,8,5,1,i,i,-8,0
Cc1[nH]nc(N=CC2=C(O)CC(C)(C)CC2=O)c1-c1ccccc1,-4&3,11&4,3&-3,2&-6,4&3,i,i,-2&0,5&0
CC1=C(C(N)=O)C(c2ccc(F)cc2)n2nc(CCCO)nc2N1 (stereo not drawn),-2,3,8,3,3,i,i,-8,-14
CC(=O)Nc1ccc(Cc2ccncc2)cc1,1,-1,-5,0,-4,i,i,-6,-2
O=[N+]([O-])c1ccc(NNS(=O)(=O)c2cc(Cl)ccc2Cl)nc1,5,-2,-51,3,4,i,i,-8,9
CCOCCCNCc1cccc(OC)c1,-3,2,-2,4,-1,i,i,-6,-7
CS(=O)(=O)NN1C(=O)c2ccccc2NC1c1cc2ccccc2nc1Cl (stereo not drawn),2,4,-4,-4,-5,i,i,-5,-6
CC(=O)c1ccc(OCc2cc(C(=O)N(C)CC3COc4ccccc4O3)no2)cc1 (stereo not drawn),-4,-3,-19,3,-3,i,i,5,26
Cc1nn(CCC(=O)NNC(=S)Nc2ccc(F)cc2)c(C)c1[N+](=O)[O-],-1,7,0,-1,-4,i,i,0,-20
CC(CC(=O)N(C)C1CCCCC1)S(=O)(=O)c1ccc2c(c1)NC(=O)CO2 (stereo not drawn),2,-4,20,2,-3,i,i,-1,10
CCNC(=O)c1c(NC(=O)c2cc(-c3cc(C)cc(C)c3O)n[nH]2)sc2c1CCCC2,28,-3,-118,2,4,x,i,-8,2
O=S(=O)(c1ccc(F)cc1)N1CCCNCC1,-3,0,-1,0,1,i,i,-5,5
CCOC(=O)c1[nH]c2ccccc2c1NC(=O)C1CCCC1,5,2,0,4,4,i,i,-7,10
CCN(CC)CCCNc1nc2ccccc2[nH]1,-2,2,-8,5,-1,i,i,-4,-3
Cc1ccc(/C=N/NC(=O)c2ccc3ccccc3c2)s1,-4,2,-13,-2,7,i,i,-1,-5
CCOC(=O)CSc1nc2sc3c(c2c(=O)n1C1CCCCC1)CCN(C)C3,1,-3,-18,0,11,i,i,-12,-12
CCCCc1cc(=O)oc2c(C)c(OCC(=O)NCC3CCC(C(=O)O)CC3)ccc12 (stereo not drawn),-1,1,4,-3,-4,i,i,-3,0
O=C(NCCC1=CCCCC1)c1cccc2c1C(=O)N(C1CCCCC1)C2,-6,-8,-7,-2,-3,i,i,37,3

# Random excerpt: 3 entries already listed, in no set order.
SMILES,NadD inh,MT1-MMP act inh,PABP1 MLLE inh,Rin1 Abl inh,CSN deneddyl inh,Neddylation inh,Rpn11 inh,FAS-TE inh,SKN-1 inh
O=C(C1CCN(S(=O)(=O)c2ccccc2)CC1)N1CCN(Cc2ccccc2)CC1,-2,1,-13,-3,4,i,i,-4,-16
CCC(NC(=O)CCc1ccccc1)c1ccccc1 (stereo not drawn),-3,0,1,-2,-4,i,i,-7,-1
CC(CC(=O)N(C)C1CCCCC1)S(=O)(=O)c1ccc2c(c1)NC(=O)CO2 (stereo not drawn),2,-4,20,2,-3,i,i,-1,10

# Later entries.
SMILES,NadD inh,MT1-MMP act inh,PABP1 MLLE inh,Rin1 Abl inh,CSN deneddyl inh,Neddylation inh,Rpn11 inh,FAS-TE inh,SKN-1 inh
O=C(NCc1ccc(Cl)cc1)c1ccc(CS(=O)Cc2cccc(Cl)c2)o1 (stereo not drawn),-2,1,-11,-4,5,i,i,2,-1
CC(C)n1cc(-c2nc(C(=O)NN)cs2)c(=O)n(Cc2ccccc2)c1=O,3,1,-5,-3,0,i,i,-5,-5
CCCCCc1nnc(NC(=O)C2=COCCO2)s1,-3,1,1,-2,1,i,i,-2,-3
CCOC(=O)CNS(=O)(=O)c1c(C)noc1C,-4,1,5,2,-1,i,i,-5,-8
O=C1CCc2cc(NS(=O)(=O)c3ccc([N+](=O)[O-])cc3)cc3c2N1CC3,0,-2,8,-2,-5,i,i,-2,-9
O=C(c1ccccc1C(=O)N1CCN(c2ccc(F)cc2)CC1)N1CCN(c2ccc(F)cc2)CC1,-7,2,8,5,-7,i,i,4,0
O=C(Nc1cc2c3c(c1)CC(=O)N3CCC2)C1CCCCC1,-2,3,-12,-4,3,i,i,-3,10
CSc1ccccc1C(=O)N1CCc2ccccc2C1,-1,5,7,3,-7,i,i,0,-6
CCOC(=O)C1CCN(C(=O)Cn2cnc3sc(C)c(S(=O)(=O)N4CCCCC4)c3c2=O)CC1,-6,-2,-12,0,-1,i,i,18,-4
CC(=O)OCCOCn1cnn2c(=O)c(Br)c(C)nc12,-1,-1,2,1,1,i,i,-3,8
Cc1ccc(OCC(=O)NNC(=O)C(=O)N2CCCC2)c(C)c1,-5,-4,-13,1,4,i,i,-10,-21
CCOC(=O)[C@]12CCCC=C1N(Cc1ccc(Cl)cc1Cl)C(=O)[C@H](CC(=O)NCCCOC)C2,3,6,x,x,2,i,x,-4,-5
COc1ccc(NC(=O)CN2CCN(S(=O)(=O)c3ccc(F)cc3)CC2)cc1Cl,6,-1,-3,0,2,i,i,10,17
Cc1cc(C)c2cc(C(=O)N3CCN(c4ncccc4C(F)(F)F)CC3)[nH]c2c1,-4,1,6,2,0,i,i,19,-6
Cc1cc(C)c(C(=O)Nc2ccc(Br)c(C(F)(F)F)c2)c(C)c1,-7,-2,-1,0,-1,i,i,14,16
O=c1c2ccccc2nc(COc2ccccc2)n1/N=C/c1ccc(O)cc1O,4,-7,14,0,-6,i,i,13,5
N#C/C(=C/c1ccc(CNC(=O)C(=O)Nc2cc(Cl)cc(Cl)c2)o1)C(=O)NCc1cccnc1,23,-2,-2,0,6,i,i,-2,1
O=C(CCS(=O)(=O)c1ccc(Cl)cc1)Nc1ccc(N2CCOCC2)cc1,-8,3,6,-2,-8,i,i,-7,-3
O=S(=O)(Nc1ccc(S(=O)(=O)N2CCCC2)cc1)c1ccc(F)cc1F,1,-4,9,2,-8,i,i,-8,10
